Myeloid diff 2: induction of myeloid progenitor differentiation, primary screen, cell-based, flow cytometry, MLPCN library | ER-HoxA9 myeloid progenitors, lysozyme-GFP differentiation | calls only at 10 µM | actives 1% (n = 360,000) | AID 624256, 2012;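 active = normalized GFP-positive differentiation at or above the plate's own cutoff, the solvent-only control mean plus 3 SD; inconclusive = no clear call, values can overlap the other calls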;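 note: cells exposed to compound for four days before flow analysis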
Myeloid diff 2 GFP+ MAC1+ %: further read-out of Myeloid diff 2, marked with its call; GFP+ MAC1+ double positive, %; measured here: differentiation confirmed by MAC1 staining
Active calls of the source: *.

For Fc1ccc(Nc2nc(NCc3ccccc3)nc3ccsc23)cc1 the results were Myeloid diff 2 inactive and Myeloid diff 2 GFP+ MAC1+ % 0.6.
`Cn1ccc2c(N3c4ccccc4CCc4ccccc43)cc3c(c21)C1CCC3C1` (centres undefined) gave Myeloid diff 2 inactive and Myeloid diff 2 GFP+ MAC1+ % 0.8.
`CCN(CC)C(=O)c1cccc(-c2csc(C(NC(C)=O)c3ccc(F)c(F)c3)n2)c1` (centres undefined) gave Myeloid diff 2 inactive and Myeloid diff 2 GFP+ MAC1+ % 2.3.
Screening CC1(C(=O)NS(=O)(=O)c2ccc(F)cc2F)CCN1C(=O)CCc1ccccc1 (centres undefined) returned Myeloid diff 2 inactive and Myeloid diff 2 GFP+ MAC1+ % 0.4.
`O=C(CSc1ncnc2sccc12)Nc1ccc(S(=O)(=O)N2CCOCC2)cc1` gave Myeloid diff 2 inactive and Myeloid diff 2 GFP+ MAC1+ % 0.8.
For Cc1cc(F)ccc1-c1cc(C(=O)NCc2ccc(C(F)(F)F)cc2)[nH]n1 the results were Myeloid diff 2 inactive and Myeloid diff 2 GFP+ MAC1+ % 1.9.
Screening CCCCn1c(N)c(N(CCOC)C(=O)CCNC(=O)NC23CC4CC(CC(C4)C2)C3)c(=O)[nH]c1=O returned Myeloid diff 2 inactive and Myeloid diff 2 GFP+ MAC1+ % 0.7.
For CCOC(=O)c1ccccc1NC(=O)COC(=O)C(Cc1c[nH]c2ccccc12)NC(C)=O (centres undefined) the results were Myeloid diff 2 inactive and Myeloid diff 2 GFP+ MAC1+ % 0.4.
Screening O=C(Nc1nnc(-c2ccco2)o1)c1ccc(S(=O)(=O)N2CCCCC2)cc1 returned Myeloid diff 2 inactive and Myeloid diff 2 GFP+ MAC1+ % 0.9.
Screening CC(=O)N1CCOC12CCN(Cc1ccccc1)CC2 returned Myeloid diff 2 inactive and Myeloid diff 2 GFP+ MAC1+ % 0.5.
Screening CCCCN1C(=O)C(CC(=O)NCc2cccc3ccccc23)CC(C(=O)N(C)C)=C1C (centres undefined) returned Myeloid diff 2 inactive and Myeloid diff 2 GFP+ MAC1+ % 0.5.
Nc1[nH][nH]c(=O)c1N=Nc1ccccc1 was read as Myeloid diff 2 inactive and Myeloid diff 2 GFP+ MAC1+ % 0.9.
Screening Cc1cc(C(=O)N2CCc3ccccc32)ccc1[N+](=O)[O-] returned Myeloid diff 2 inactive and Myeloid diff 2 GFP+ MAC1+ % 1.3.
Screening CC1CCCCCCC1OC(=O)c1ccccc1C(=O)O (centres undefined) returned Myeloid diff 2 inactive and Myeloid diff 2 GFP+ MAC1+ % 0.6.
Screening COc1cc(C(C)=O)ccc1OCC(=O)Nc1ccc(S(=O)(=O)N2CCCCC2)cc1 returned Myeloid diff 2 inactive and Myeloid diff 2 GFP+ MAC1+ % 1.6.
COC(=O)[C@H](CCSC)NC(=O)Cn1cnc2c(NCc3ccccc3)ncnc21 was read as Myeloid diff 2 inactive and Myeloid diff 2 GFP+ MAC1+ % 0.1.
Cc1cccc(C(O)c2ncc(-c3ccccc3)[nH]2)c1C (centres undefined) was read as Myeloid diff 2 inactive and Myeloid diff 2 GFP+ MAC1+ % 0.4.
Screening COc1ccc(C=C2CCc3ccccc3C2=O)cc1 returned Myeloid diff 2 inactive and Myeloid diff 2 GFP+ MAC1+ % 0.5.
`NC(=O)c1ccsc1NC(=O)COC(=O)CCc1ccccc1` gave Myeloid diff 2 inactive and Myeloid diff 2 GFP+ MAC1+ % 2.0.
COc1ccccc1CNCc1ccc2c(c1)OCO2 was read as Myeloid diff 2 inactive and Myeloid diff 2 GFP+ MAC1+ % 1.7.
`Cc1ccc(-c2nc3c(Cl)cc(C(F)(F)F)cn3c2Cc2ccccc2)cc1` gave Myeloid diff 2 inactive and Myeloid diff 2 GFP+ MAC1+ % 0.5.
Screening CC(C)(C)NC1=NCCNC(c2ccccc2)=C1 returned Myeloid diff 2 inactive and Myeloid diff 2 GFP+ MAC1+ % 1.1.
For CCC(C)[C@H]1CNC(=O)C(=O)N1CCc1cccc2ccccc12 (some centres undefined) the results were Myeloid diff 2 inactive and Myeloid diff 2 GFP+ MAC1+ % 1.4.
Screening CCOc1cc(C#N)ccc1OCC(=O)NNC(=O)CC1CCS(=O)(=O)C1 (centres undefined) returned Myeloid diff 2 inactive and Myeloid diff 2 GFP+ MAC1+ % 0.4.
For CC(=O)Nc1ccc(C=NN=C2c3ccccc3-c3ccccc32)cc1 the results were Myeloid diff 2 inactive and Myeloid diff 2 GFP+ MAC1+ % 1.3.
Screening COc1ccc2cc([C@H](C)C(=O)OCc3cn(CC(=O)c4ccc(O)cc4)nn3)ccc2c1 returned Myeloid diff 2 inactive and Myeloid diff 2 GFP+ MAC1+ % 0.6.
For Nc1ccn([C@@H]2O[C@H](C(=O)NCCCN3CCCC3=O)[C@@H](O)[C@H]2O)c(=O)n1 the results were Myeloid diff 2 inactive and Myeloid diff 2 GFP+ MAC1+ % 0.3.
`CCc1cc(C(=O)Nc2cc(S(=O)(=O)N3CCCCC3)ccc2N2CCN(C)CC2)sc1C` gave Myeloid diff 2 inactive and Myeloid diff 2 GFP+ MAC1+ % 1.0.
O=C(NCc1cccnc1)c1ccc(-c2ccc(F)c(F)c2)c2ccoc12 was read as Myeloid diff 2 inactive and Myeloid diff 2 GFP+ MAC1+ % 1.5.
O=C(Nc1ccccc1N1CCCC1)C1CCCO1 (centres undefined) was read as Myeloid diff 2 inactive and Myeloid diff 2 GFP+ MAC1+ % 0.7.
For CCCn1c(=S)[nH]c2cc(C(=O)N3CCN(c4ccc(F)cc4)CC3)ccc2c1=O the results were Myeloid diff 2 inactive and Myeloid diff 2 GFP+ MAC1+ % 1.8.
`CCOC(=O)C1(C)CCCN(C(=O)c2cc(OC)c(OC)c(OC)c2)C1` (centres undefined) gave Myeloid diff 2 inactive and Myeloid diff 2 GFP+ MAC1+ % 1.4.
`NC(c1ccc(F)c(F)c1)c1nc(-c2cc(F)cc(F)c2)cs1` (centres undefined) gave Myeloid diff 2 inactive and Myeloid diff 2 GFP+ MAC1+ % 0.3.
CN(Cc1cccnc1)C(=O)c1cc(S(=O)(=O)Nc2ccccc2F)ccc1Cl was read as Myeloid diff 2 inactive and Myeloid diff 2 GFP+ MAC1+ % 1.0.
`CNC[C@@H]1Oc2cc(Br)ccc2S(=O)(=O)N([C@H](C)CO)C[C@@H]1C` gave Myeloid diff 2 inactive and Myeloid diff 2 GFP+ MAC1+ % 0.9.
For Cc1ccc(S(=O)(=O)N2CCCCC2)cc1C(=O)OC(C)C(=O)NCC1CCCCC1 (centres undefined) the results were Myeloid diff 2 inactive and Myeloid diff 2 GFP+ MAC1+ % 1.0.
`O=C1CCCN1c1ccc([N+](=O)[O-])cc1` gave Myeloid diff 2 inactive and Myeloid diff 2 GFP+ MAC1+ % 1.2.
O=S(=O)(Nc1ccccc1N1CCCC1)c1ccccc1C(F)(F)F was read as Myeloid diff 2 inactive and Myeloid diff 2 GFP+ MAC1+ % 0.2.
For CC(C)CNC(=O)C1C(=O)Nc2ccccc2C(=O)N1C1CCCCC1 (centres undefined) the results were Myeloid diff 2 inactive and Myeloid diff 2 GFP+ MAC1+ % 1.5.
Cn1c(NCCc2ccncc2)nc2cc(-c3cccc(C(F)(F)F)c3)sc2c1=O was read as Myeloid diff 2 inactive and Myeloid diff 2 GFP+ MAC1+ % 1.0.

As a short view, 9 of the compounds above.
O=C(NCc1cccnc1)c1ccc(-c2ccc(F)c(F)c2)c2ccoc12 was read as Myeloid diff 2 inactive and Myeloid diff 2 GFP+ MAC1+ % 1.5.
O=C(Nc1ccccc1N1CCCC1)C1CCCO1 (centres undefined) was read as Myeloid diff 2 inactive and Myeloid diff 2 GFP+ MAC1+ % 0.7.
For CCCn1c(=S)[nH]c2cc(C(=O)N3CCN(c4ccc(F)cc4)CC3)ccc2c1=O the results were Myeloid diff 2 inactive and Myeloid diff 2 GFP+ MAC1+ % 1.8.
`CCOC(=O)C1(C)CCCN(C(=O)c2cc(OC)c(OC)c(OC)c2)C1` (centres undefined) gave Myeloid diff 2 inactive and Myeloid diff 2 GFP+ MAC1+ % 1.4.
`NC(c1ccc(F)c(F)c1)c1nc(-c2cc(F)cc(F)c2)cs1` (centres undefined) gave Myeloid diff 2 inactive and Myeloid diff 2 GFP+ MAC1+ % 0.3.
CN(Cc1cccnc1)C(=O)c1cc(S(=O)(=O)Nc2ccccc2F)ccc1Cl was read as Myeloid diff 2 inactive and Myeloid diff 2 GFP+ MAC1+ % 1.0.
`CNC[C@@H]1Oc2cc(Br)ccc2S(=O)(=O)N([C@H](C)CO)C[C@@H]1C` gave Myeloid diff 2 inactive and Myeloid diff 2 GFP+ MAC1+ % 0.9.
For Cc1ccc(S(=O)(=O)N2CCCCC2)cc1C(=O)OC(C)C(=O)NCC1CCCCC1 (centres undefined) the results were Myeloid diff 2 inactive and Myeloid diff 2 GFP+ MAC1+ % 1.0.
`O=C1CCCN1c1ccc([N+](=O)[O-])cc1` gave Myeloid diff 2 inactive and Myeloid diff 2 GFP+ MAC1+ % 1.2.

Carrying on.
Screening COc1cc(-c2cc(NC(C)=O)c3ncc(-c4cc(OC)c(OC)c(OC)c4)n3c2)cc(OC)c1OC returned Myeloid diff 2 inactive and Myeloid diff 2 GFP+ MAC1+ % 0.4.
`COc1ccc(CNC(=O)C2CCN(S(=O)(=O)c3ccc4nc5c(c(C(=O)O)c4c3)CCCC5)CC2)cc1` gave Myeloid diff 2 inactive and Myeloid diff 2 GFP+ MAC1+ % 0.6.
`Cc1ccc(C)c(COC(=O)c2cccc(S(=O)(=O)N3CCCC3)c2)c1` gave Myeloid diff 2 inactive and Myeloid diff 2 GFP+ MAC1+ % 0.4.
For CN1CCCC(C)(C(=O)Nc2ccc(-n3cccc3)cc2)C1 (centres undefined) the results were Myeloid diff 2 inactive and Myeloid diff 2 GFP+ MAC1+ % 0.5.
`COC(=O)[C@]12CCCCC=C1N(CCc1ccc(OC)c(OC)c1)C(=O)[C@H](CC(=O)NCC1CCCCC1)C2` gave Myeloid diff 2 inactive and Myeloid diff 2 GFP+ MAC1+ % 5.7.
CCOC(=O)C1=CCN(S(=O)(=O)c2ccccc2Cl)C1c1ccc(C)cc1 (centres undefined) was read as Myeloid diff 2 inactive and Myeloid diff 2 GFP+ MAC1+ % 1.6.
`Cc1ccc(C)c(N2N=C(C(=O)OCc3nnc(-c4cccs4)o3)CCC2=O)c1` gave Myeloid diff 2 inactive and Myeloid diff 2 GFP+ MAC1+ % 0.5.
For c1ccc(OCCNc2ccn3nc(-c4ccco4)cc3n2)cc1 the results were Myeloid diff 2 inactive and Myeloid diff 2 GFP+ MAC1+ % 1.1.
For COc1cc(Cl)c(CNC[C@H]2O[C@@H](n3ccc(=O)[nH]c3=O)[C@H](O)[C@@H]2O)c(Cl)c1O the results were Myeloid diff 2 inactive and Myeloid diff 2 GFP+ MAC1+ % 0.5.
`Cc1onc(-c2ccccc2)c1C(=O)NC1CCCCC1C` (centres undefined) gave Myeloid diff 2 inactive and Myeloid diff 2 GFP+ MAC1+ % 0.2.
Screening CN(C)C(=O)CNc1ccn2nc(-c3cccc(OCCN4CCOCC4)c3)cc2n1 returned Myeloid diff 2 inactive and Myeloid diff 2 GFP+ MAC1+ % 0.7.
For CC(=O)Nc1ccc(C(=O)N2CCCCC2c2cc(C(=O)NC(C)C)no2)cc1 (centres undefined) the results were Myeloid diff 2 inactive and Myeloid diff 2 GFP+ MAC1+ % 1.3.
Screening CCN1C[C@@H]2[C@@H]3C(=O)N(C)C(=O)[C@@H]3[C@](Cc3ccccc3)(C1=O)N2C(=O)c1ccc(Cl)cc1 returned Myeloid diff 2 inactive and Myeloid diff 2 GFP+ MAC1+ % 1.9.
`COC(=O)C1N[C@@H]([C@@H](NC(=O)COc2ccccc2)C(=O)NCc2ccccc2)SC1(C)C` (some centres undefined) gave Myeloid diff 2 inactive and Myeloid diff 2 GFP+ MAC1+ % 1.3.
`COc1ccc(CN(C)C(=O)C(CCSC)NS(=O)(=O)c2ccc3c(c2)OCCO3)c(OC)c1OC` (centres undefined) gave Myeloid diff 2 inactive and Myeloid diff 2 GFP+ MAC1+ % 0.8.
For CCCCCCN1C[C@@H](n2cc(-c3ccc(F)cc3)nn2)[C@H](O)C[C@@H]1c1ccccc1 the results were Myeloid diff 2 inactive and Myeloid diff 2 GFP+ MAC1+ % 2.0.
C[C@@H]1CN(S(=O)C(C)(C)C)[C@@H](CCO)/C1=C\CCO (some centres undefined) was read as Myeloid diff 2 inactive and Myeloid diff 2 GFP+ MAC1+ % 1.0.
Screening CC(C)C[C@@H](CNCC(=O)[C@H](CC(C)C)NC(=O)c1[nH]cnc1C(=O)N[C@H](CN)CC(C)C)NC(=O)c1nc[nH]c1C(=O)N[C@@H](CC(=O)O)C(=O)O returned Myeloid diff 2 inactive and Myeloid diff 2 GFP+ MAC1+ % 1.2.
`O=C(Nc1ccc(F)cc1)C(c1cccc(F)c1)N1CCN(Cc2c(F)cccc2Cl)CC1` (centres undefined) gave Myeloid diff 2 inactive and Myeloid diff 2 GFP+ MAC1+ % 2.1.
Screening O=C(Nc1ccc([N+](=O)[O-])cc1)c1cccc([N+](=O)[O-])c1 returned Myeloid diff 2 inactive and Myeloid diff 2 GFP+ MAC1+ % 1.3.
Screening CCCCCc1c(-c2ccc(OC)c(OC)c2)ncn1CCc1ccccc1OC returned Myeloid diff 2 inconclusive.
`CC(C)CC1C(=O)N(Cc2cn(CC3CCCCC3)nn2)CCS(=O)(=O)N1Cc1ccc(-c2ccncc2)cc1` (centres undefined) gave Myeloid diff 2 inactive and Myeloid diff 2 GFP+ MAC1+ % 0.3.
Screening COc1ccc(CNC(=O)N2CCN(C(=O)c3ccccc3)CC2)cc1 returned Myeloid diff 2 inactive and Myeloid diff 2 GFP+ MAC1+ % 0.6.
For CC1(C(=O)NS(=O)(=O)c2ccc(Cl)s2)CCN1C(=O)c1ccc(C2CCCCC2)cc1 (centres undefined) the results were Myeloid diff 2 inactive and Myeloid diff 2 GFP+ MAC1+ % 0.8.
For Cc1ccc(S(=O)(=O)NN(Cc2ccccc2)Cc2ccccc2)cc1 the results were Myeloid diff 2 inactive and Myeloid diff 2 GFP+ MAC1+ % 0.8.

From PubChem

A portion of the library. The share of hits here may be higher or lower than overall.
